hgDAF-12 ag: agonists of H. glycines DAF-12 nuclear receptor; HEK293 GAL4-hgDAF12 UAS-luciferase reporter, agonist luminescence; normalized to butyrate control; AID 687014; actives 1.8% (n = 370,000); activation, % at 6.8 µM;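 active = activation above a cutoff set at the mean of all screened compounds plus 3 SD, cut at about 10% in these data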;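 also: 0% = DMSO wells and 100% = sodium butyrate wells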
ADAM17 inh: inhibits human ADAM17 | actives 0.83% (n = 370,000) | inhibition, % at 6.95 µM | recombinant ADAM17, EDANS/DABCYL FRET peptide cleavage | P78536;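 active = inhibition above the mean of compounds lying between control limits plus 3 SD, set per campaign, cut at about 8.5% in these data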;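 also: 0% = DMSO-only wells as the low control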
hcDAF12 agonist: activates DAF-12 receptor from parasite H. contortus. HEK293 hcDAF-12 lit1-tk-luc reporter, luminescence; 0% DMSO, 100% Δ7-dafachronic acid. activation, % at 6.8 µM. actives 1.4% (n = 370,000);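 active = activation above the mean of all tested compounds plus 3 SD, cut at about 5.5% in these data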;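 also: 100% = response to 3 µM Δ7-dafachronic acid high control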
PLC-beta3 inh: PLC-beta3 (human) inhibition, primary screen. Purified PLC-beta3, fluorogenic substrate, fluorescence. inhibition, % at 12.2 µM. actives 0.18% (n = 370,000). AID 720704; in the data active = inhibition above about 11%;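 also: 0% = median of compound wells on plate and 100% = full blocker control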
DAX1 inh-1: NR0B1 (DAX1) inhibition. AID 504766. HEK293 Gal4-DAX1 luciferase reporter, luminescence. inhibition, % at 6.75 µM. P51843. actives 0.99% (n = 340,000);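 active = inhibition above the mean over all tested compounds plus 3 SD, cut at about 4.2% in these data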;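 also: 0% = DAX1-transfected cells with DMSO and 100% = empty-vector control cells with DMSO; inhibition shows as a rise in luminescence from relieved DAX1 repression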
PLC-gamma1 inh: inhibitors of human phospholipase C gamma1; AID 720700; P19174; inhibition, % at 12.2 µM; purified PLC-gamma1, fluorogenic substrate, fluorescence; actives 0.84% (n = 370,000); in the data active = inhibition above about 9.5%
Target sequence (P19174 whole entry, looked up): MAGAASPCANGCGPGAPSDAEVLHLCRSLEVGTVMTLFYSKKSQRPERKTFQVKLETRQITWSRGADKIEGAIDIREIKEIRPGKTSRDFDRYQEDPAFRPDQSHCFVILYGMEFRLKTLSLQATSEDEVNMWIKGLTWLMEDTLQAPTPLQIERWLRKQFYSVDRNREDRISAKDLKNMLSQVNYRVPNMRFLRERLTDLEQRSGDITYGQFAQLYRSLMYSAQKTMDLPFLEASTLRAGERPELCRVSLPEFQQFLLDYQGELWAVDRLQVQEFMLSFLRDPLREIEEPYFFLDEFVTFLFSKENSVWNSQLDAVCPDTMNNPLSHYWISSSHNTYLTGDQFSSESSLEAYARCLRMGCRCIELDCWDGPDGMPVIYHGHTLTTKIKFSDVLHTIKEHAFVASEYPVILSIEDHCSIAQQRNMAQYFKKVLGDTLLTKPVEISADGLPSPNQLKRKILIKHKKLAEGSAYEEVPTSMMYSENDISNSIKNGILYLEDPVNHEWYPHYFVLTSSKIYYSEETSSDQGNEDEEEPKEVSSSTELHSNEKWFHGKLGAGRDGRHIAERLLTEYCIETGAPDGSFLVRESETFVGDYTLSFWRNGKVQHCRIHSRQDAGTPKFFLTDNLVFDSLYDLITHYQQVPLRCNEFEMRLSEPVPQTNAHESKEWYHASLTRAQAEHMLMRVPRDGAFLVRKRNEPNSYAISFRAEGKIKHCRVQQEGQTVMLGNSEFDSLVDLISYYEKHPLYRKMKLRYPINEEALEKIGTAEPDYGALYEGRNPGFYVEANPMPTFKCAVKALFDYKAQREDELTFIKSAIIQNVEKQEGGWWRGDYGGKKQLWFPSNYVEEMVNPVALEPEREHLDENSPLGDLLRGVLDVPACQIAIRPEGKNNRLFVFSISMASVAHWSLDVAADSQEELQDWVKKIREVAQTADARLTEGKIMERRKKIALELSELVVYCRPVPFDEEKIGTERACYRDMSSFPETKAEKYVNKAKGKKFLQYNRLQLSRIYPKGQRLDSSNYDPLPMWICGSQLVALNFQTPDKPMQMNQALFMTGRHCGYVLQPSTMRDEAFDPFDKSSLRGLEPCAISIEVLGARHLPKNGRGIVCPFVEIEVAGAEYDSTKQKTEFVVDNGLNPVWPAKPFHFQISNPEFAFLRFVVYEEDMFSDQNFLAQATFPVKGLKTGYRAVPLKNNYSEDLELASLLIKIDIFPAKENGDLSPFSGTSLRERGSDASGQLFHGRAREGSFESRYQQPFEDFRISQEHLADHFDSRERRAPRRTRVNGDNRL
ssDAF-12 act: activates DAF-12 receptor from parasite S. stercoralis | HEK293 ssDAF-12/GRIP1 lit1-tk-luc reporter, luminescence; % of 3 µM dafachronic acid response | activation, % at 6.8 µM | actives 1% (n = 370,000) | AID 652126;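 active = activation above the mean over all tested compounds plus 3 SD, cut at about 0.9% in these data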;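 also: 0% = DMSO-only wells and 100% = 3 µM delta7-dafachronic acid wells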
FXN GAA850 act: frataxin GAA850 promoter activation | activation, % at 6 µM | actives 0.56% (n = 360,000) | HEK293 lucGAA850 FXN promoter luciferase reporter, 24 h; percent of 10 µM SAHA response;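 active = activation above the average of all compounds screened plus 3 SD, cutoff fixed separately per campaign, cut at about 7.5% in these data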;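 also: 0% = DMSO wells and 100% = 10 µM SAHA wells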
DAX1 inh-2: inhibitors of DAX1 repression of SF-1 activated StAR promoter. HEK293T StAR-luciferase reporter, SF-1/DAX-1 repression relief. inhibition, % at 6.8 µM. actives 1.1% (n = 370,000). AID 652010;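 active = inhibition above the mean over all tested compounds plus 3 SD, cut at about 3.6% in these data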;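 also: 0% = DAX-1 cells with DMSO and 100% = cells lacking DAX-1 with DMSO; higher inhibition means more luminescence from relief of DAX-1 repression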
ADAM10 inh: inhibits human ADAM10; AID 720582; inhibition, % at 7 µM; actives 0.62% (n = 370,000); recombinant ADAM10, EDANS/DABCYL FRET peptide cleavage, 3 h;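 active = inhibition above a per-campaign cutoff equal to the mean of compounds falling between control-based bounds plus 3 SD, cut at about 20% in these data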;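 also: 0% = DMSO wells while the 100% control is not disclosed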
HGIII-sPLA2 inh: Inhibits HGIII-sPLA2 liposome hydrolysis, primary screen; Q9NZ20; QFRET BODIPY PC-A2 liposome hydrolysis, fluorescence; inhibition, % at 12.2 µM; actives 0.56% (n = 370,000);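 active = inhibition above mean plus 3 SD of compounds lying within the high and low control bounds, cut at about 19% in these data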;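 also: 0% = median of test compound wells and 100% = no enzyme DMSO wells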
* = called active by the depositor; i = inactive; x = no result given.

item	SMILES	hgDAF-12 ag	ADAM17 inh	hcDAF12 agonist	PLC-beta3 inh	DAX1 inh-1	PLC-gamma1 inh	ssDAF-12 act	FXN GAA850 act	DAX1 inh-2	ADAM10 inh	HGIII-sPLA2 inh
1	O=C1NC(=O)N(Cc2ccc(F)cc2)C(=O)/C1=C\c1ccoc1	2.2	1	-0.1	-41	0.0	-20	-1.3	0.5	0.8	5	-9
2	CCc1ccc(CN2CCCC(C(=O)c3sccc3C)C2)o1 (centres undefined)	0.4	0	-0.2	1	-1.8	0	-1.2	-2.1	-0.1	-1	-4
3	O=C1Nc2ccccc2Oc2ccccc21	0.1	-2	-0.7	0	-0.5	-1	-1.1	1.3	-0.6	-7	3
4	CC[N+](CC)(CC)CCCCCCCCCC[N+](CC)(CC)CC	0.4	-5	-1.5	-11	1.4	-2	-0.5	0.2	0.3	3	7
5	FC(F)(F)c1ccc2c(c1)ncn2C1CCN(Cc2nnnn2C2CCCCC2)CC1	1.9	-1	-0.8	1	-0.9	0	-1.0	0.7	-0.4	-2	-3
6	O=C(c1cc(Br)ccc1Cl)N1CCC2(CC1)OCCO2	-0.2	-3	0.1	6	2.2	0	-0.9	-1.8	0.4	0	5
7	C[C@H]1CN([C@@H](C)CO)C(=O)CCCn2nncc2CO[C@@H]1CN(C)C(=O)Oc1ccccc1	0.2	5	3.5	4	1.2	3	-1.2	-1.4	-0.3	4	2
8	CCN1CCN(Cc2cc(OC)c3c(c2)OCO3)CC1	1.8	-6	-1.6	-6	0.9	-3	-0.8	0.9	0.9	-5	3
9	O=c1[nH]c(=O)n(CCc2ccccc2)c(O)c1C=NCc1ccc2c(c1)OCO2	0.5	-4	0.3	-1	-0.6	2	-1.6	0.5	0.5	-1	5
10	CCCCCCn1c(=O)c(C(=O)Nc2cnccn2)c(O)c2ccccc21	2.7	-1	3.3	1	-0.4	0	-0.5	-1.0	1.4	-7	-3
11	COc1ccc(C(CC(=O)N2CCC3(CC2)OCCO3)NS(=O)(=O)c2ccc(OC)cc2)cc1 (centres undefined)	2.4	-3	-1.1	0	-0.5	-2	-1.0	2.7	-0.1	-4	0
12	O=C(NCC1=C(c2cccc3ccccc23)C[C@@H]2CC[C@H]1N2Cc1ccco1)c1ccncc1	0.4	7	1.6	1	0.9	1	-0.2	-7.9	0.9	1	-5
13	Cc1cc(C)c(C2=NOC(O)(C(F)(F)F)C2)c(=O)[nH]1 (centres undefined)	-0.8	-5	-0.8	-7	0.4	-4	-1.1	-0.3	0.0	-3	12
14	CC(C)CC(=O)Nc1ccc(S(=O)(=O)N2CC3CC(C2)c2cccc(=O)n2C3)cc1 (centres undefined)	1.3	-3	-0.4	-4	-1.1	3	-0.3	0.3	1.2	-11	8
15	O=C1NC(=O)C(CCc2ccncc2)(c2ccccc2)C(=O)N1	1.4	-2	-2.4	3	-0.9	3	-0.3	-1.4	0.2	10	8
16	CC(=O)O[C@H]1CC[C@]2(C)C3CC[C@@]4(C)C(C[C@@H](O)[C@@H]4O)C3[C@@H](OC(C)=O)C[C@H]2C1 (some centres undefined)	1.6	1	0.5	0	-0.2	2	-1.2	-1.0	-0.4	9	-9
17	C=C(C=O)CC1CC(O)[C@]2(C)OC3CC4OC5C[C@]6(C)O[C@]7(C)CCC8OC9C[C@]%10(C)OC%11C(C)=CC(=O)OC%11CC%10OC9C[C@@H](C)C8OC7CC6O[C@]5(C)C/C=C\C4OC3CC2O1 (some centres undefined)	-9.1	-3	-4.8	2	x	-3	-1.9	x	x	-4	-15
18	Cc1ccccc1CN1CCCN(Cc2ccc(Cl)cc2)S1(=O)=O	1.4	1	-0.3	-4	1.9	3	-1.0	0.9	0.4	3	-8
19	COC(=O)C1=C(c2ccc(OC)c(OC)c2)C[C@@H]2CC[C@H]1N2C(=O)NCc1ccc(F)cc1	-2.1	-1	-0.2	6	-0.7	0	-1.4	-1.7	-0.9	-3	-1
20	COC(=O)C1C(C(=O)O)C2(Cl)C(Cl)=C(Cl)C1(Cl)C2(Cl)Cl (centres undefined)	-1.5	4	-0.9	3	0.6	3	-0.6	0.0	0.3	-12	-3
21	Cc1cc2c(C(C)C)c(O)c(O)c(C=O)c2c(O)c1-c1c(C)cc2c(C(C)C)c(O)c(O)c(C=O)c2c1O	-7.7	12*	-1.5	-21	x	-2	-1.6	-4.8	0.2	41*	9
22	O=c1[nH]c(=O)n(CCC2=CCCCC2)c(O)c1C=NCc1cccnc1	3.4	-5	-1.6	2	0.4	-4	-1.2	3.5	1.0	-10	-1
23	CCN(CC)C(=O)c1ccc(NC(=O)c2ccc(N3CCCC3=O)cc2)cc1	-1.1	5	-2.3	-2	1.8	6	-1.5	2.9	-0.7	5	-7
24	C=Cn1ccnc1P(=S)(c1ccc(Cl)cc1)c1nccn1C=C	0.4	-1	0.1	2	5.2*	1	0.5	1.1	-0.4	3	-6
25	Cc1cccc(CC(c2cccc(C)c2)N(C)C)c1 (centres undefined)	3.0	-2	-1.7	3	-0.4	1	-1.4	3.1	-0.6	-6	0
26	CCC(C)NC(=O)c1c(N)n(Cc2ccc3c(c2)OCO3)c2nc3ccccc3nc12 (centres undefined)	-3.8	-23	-3.3	-126	-0.7	-106	-0.9	-0.6	-1.1	-80	-6
27	COC(=O)C1=C(c2ccc(F)cc2F)C[C@@H]2CC[C@H]1N2C(=O)N1CCCCC1	-0.7	-7	0.7	1	1.0	-2	-1.1	-0.5	-0.7	-7	-5
28	CN(C(=O)Oc1ccc(F)cc1)c1ccccc1	-2.0	-7	0.1	-3	-0.1	-2	-1.1	1.5	-0.1	-1	1
29	c1ccc2c(CN3CCOCC3)c[nH]c2c1	-0.8	-7	7.0*	-3	0.7	-1	-0.9	-1.1	0.0	6	-10
30	COc1ccccc1-n1c(O)c(C=Nc2c(C)n(C)n(-c3ccccc3)c2=O)c(=O)[nH]c1=O	-1.7	5	2.3	-11	0.5	-7	-1.7	-2.4	0.8	-1	6
31	CC(CN1CCOCC1)C(C#N)(c1ccccc1)c1ccccc1 (centres undefined)	0.2	1	-0.1	2	1.1	3	-1.0	-3.9	0.4	-2	0
32	CCOC(=O)C1=C(C)OC(N)=C(C#N)C12C(=O)Nc1ccc(C)cc12 (centres undefined)	0.4	-1	-0.2	-1	1.9	-1	-0.7	-1.9	0.4	-6	-1
33	Cc1ccc(C(=O)N[C@@H](C)CN2C3=NC[C@@H](Cc4ccccc4)N3C[C@H]2Cc2ccc(O)cc2)cc1Br	0.1	2	2.6	5	x	13*	-1.2	x	-0.5	1	-23
34	COc1ccc2c3c([nH]c2c1)C(C)=NCC3	0.3	i	-2.1	i	0.2	i	-1.6	0.6	-0.5	i	3
35	O=C1c2ccccc2-c2cc3ccccc3cc21	5.5	-1	6.6*	-95	1.8	-67	0.6	1.1	0.5	-7	-3
36	CC(C(=O)c1c[nH]c2ccccc12)N1CCN(C(=O)c2ccco2)CC1 (centres undefined)	0.9	-5	4.5	-7	-2.0	-3	-0.1	-0.5	-0.4	-4	-5
37	CCCCN1CCC(C#N)(Nc2ccccc2)CC1	-0.9	3	-1.5	2	0.4	7	-0.5	1.6	0.0	7	5
38	CCC(=NCc1cccnc1)c1c(O)n(-c2ccccc2C)c(=O)[nH]c1=O	-0.7	-15	1.2	-11	0.9	-6	-1.3	-0.4	-0.4	-38	-1
39	Cc1cc(N2CCNCC2)nc2ccccc12	-0.9	-17	1.3	-2	-0.2	-1	-0.4	-0.7	0.0	-54	2
40	NC(=O)Cn1cc(C(=O)c2ccccc2F)c2ccccc21	-3.6	-3	0.5	-1	-1.6	3	-0.5	0.4	-0.9	5	2
41	NP(=O)(OCCCc1ccccc1)Oc1ccccc1Cl (centres undefined)	-0.1	0	0.5	4	-0.4	0	-0.6	1.1	-0.1	-1	-3
42	COC(=O)C1=C(c2ccccc2)C[C@@H]2CC[C@H]1N2C(=O)NCCS(C)=O (some centres undefined)	-0.3	-1	0.3	0	1.1	1	-1.0	-0.2	0.4	3	-2

In the list so far, nine contain a carbonyl joined to an NH by a bond outside any ring:
item	SMILES	hgDAF-12 ag	ADAM17 inh	hcDAF12 agonist	PLC-beta3 inh	DAX1 inh-1	PLC-gamma1 inh	ssDAF-12 act	FXN GAA850 act	DAX1 inh-2	ADAM10 inh	HGIII-sPLA2 inh
10	CCCCCCn1c(=O)c(C(=O)Nc2cnccn2)c(O)c2ccccc21	2.7	-1	3.3	1	-0.4	0	-0.5	-1.0	1.4	-7	-3
12	O=C(NCC1=C(c2cccc3ccccc23)C[C@@H]2CC[C@H]1N2Cc1ccco1)c1ccncc1	0.4	7	1.6	1	0.9	1	-0.2	-7.9	0.9	1	-5
14	CC(C)CC(=O)Nc1ccc(S(=O)(=O)N2CC3CC(C2)c2cccc(=O)n2C3)cc1 (centres undefined)	1.3	-3	-0.4	-4	-1.1	3	-0.3	0.3	1.2	-11	8
19	COC(=O)C1=C(c2ccc(OC)c(OC)c2)C[C@@H]2CC[C@H]1N2C(=O)NCc1ccc(F)cc1	-2.1	-1	-0.2	6	-0.7	0	-1.4	-1.7	-0.9	-3	-1
23	CCN(CC)C(=O)c1ccc(NC(=O)c2ccc(N3CCCC3=O)cc2)cc1	-1.1	5	-2.3	-2	1.8	6	-1.5	2.9	-0.7	5	-7
26	CCC(C)NC(=O)c1c(N)n(Cc2ccc3c(c2)OCO3)c2nc3ccccc3nc12 (centres undefined)	-3.8	-23	-3.3	-126	-0.7	-106	-0.9	-0.6	-1.1	-80	-6
33	Cc1ccc(C(=O)N[C@@H](C)CN2C3=NC[C@@H](Cc4ccccc4)N3C[C@H]2Cc2ccc(O)cc2)cc1Br	0.1	2	2.6	5	x	13*	-1.2	x	-0.5	1	-23
40	NC(=O)Cn1cc(C(=O)c2ccccc2F)c2ccccc21	-3.6	-3	0.5	-1	-1.6	3	-0.5	0.4	-0.9	5	2
42	COC(=O)C1=C(c2ccccc2)C[C@@H]2CC[C@H]1N2C(=O)NCCS(C)=O (some centres undefined)	-0.3	-1	0.3	0	1.1	1	-1.0	-0.2	0.4	3	-2

Single records, as listed above. Order of screens: hgDAF-12 ag | ADAM17 inh | hcDAF12 agonist | PLC-beta3 inh | DAX1 inh-1 | PLC-gamma1 inh | ssDAF-12 act | FXN GAA850 act | DAX1 inh-2 | ADAM10 inh | HGIII-sPLA2 inh
Shown for CC(CN1CCOCC1)C(C#N)(c1ccccc1)c1ccccc1 (centres undefined) → 0.2 | 1 | -0.1 | 2 | 1.1 | 3 | -1.0 | -3.9 | 0.4 | -2 | 0
Shown for CCOC(=O)C1=C(C)OC(N)=C(C#N)C12C(=O)Nc1ccc(C)cc12 (centres undefined) → 0.4 | -1 | -0.2 | -1 | 1.9 | -1 | -0.7 | -1.9 | 0.4 | -6 | -1

Assay outcomes as filed in PubChem.

Only part of the results is shown; count on the stated rates, not on these rows.
